# Assay outcomes as filed in PubChem.
# COUP-TFII inh: inhibitors of human COUP-TFII (NR2F2); inhibition, % at 8.6 µM; hit rate 0.7% among 370,000; AID 686940; HEK293T NGFI-A luciferase reporter, luminescence; P24468;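 active = inhibition above a per-plate cutoff, mean inhibition of test wells between control levels plus 3 SD, cut at about 38% in these data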;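 also: cells cotransfected with COUP-TFII expression vector driving the NGFI-A reporter; 0% = median of COUP-TF2 test wells and 100% = reporter-only cells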
# Target sequence (P24468 whole entry, looked up): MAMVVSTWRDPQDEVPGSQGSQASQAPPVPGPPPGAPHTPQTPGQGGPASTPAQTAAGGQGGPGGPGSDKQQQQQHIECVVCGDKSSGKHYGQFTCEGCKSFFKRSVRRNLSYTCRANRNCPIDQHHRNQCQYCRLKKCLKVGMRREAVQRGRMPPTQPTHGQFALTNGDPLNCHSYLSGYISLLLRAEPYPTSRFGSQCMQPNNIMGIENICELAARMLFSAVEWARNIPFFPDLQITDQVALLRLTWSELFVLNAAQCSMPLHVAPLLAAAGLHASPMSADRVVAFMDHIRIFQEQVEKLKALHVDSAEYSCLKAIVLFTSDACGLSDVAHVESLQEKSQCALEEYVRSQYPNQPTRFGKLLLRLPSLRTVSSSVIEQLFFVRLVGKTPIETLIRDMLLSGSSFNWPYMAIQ
# NOD2 RIPK2 PPI: NOD2-RIPK2 protein interaction inhibition. O43353. CHO BLA complementation NOD2-RIPK2, CCF4 ratio. inhibition, % at 4.98 µM. hit rate 0.38% among 360,000; in the data active = inhibition above about 21%;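 also: 0% = vehicle only and 100% = reference blocker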
# Target sequence (O43353 whole entry, looked up): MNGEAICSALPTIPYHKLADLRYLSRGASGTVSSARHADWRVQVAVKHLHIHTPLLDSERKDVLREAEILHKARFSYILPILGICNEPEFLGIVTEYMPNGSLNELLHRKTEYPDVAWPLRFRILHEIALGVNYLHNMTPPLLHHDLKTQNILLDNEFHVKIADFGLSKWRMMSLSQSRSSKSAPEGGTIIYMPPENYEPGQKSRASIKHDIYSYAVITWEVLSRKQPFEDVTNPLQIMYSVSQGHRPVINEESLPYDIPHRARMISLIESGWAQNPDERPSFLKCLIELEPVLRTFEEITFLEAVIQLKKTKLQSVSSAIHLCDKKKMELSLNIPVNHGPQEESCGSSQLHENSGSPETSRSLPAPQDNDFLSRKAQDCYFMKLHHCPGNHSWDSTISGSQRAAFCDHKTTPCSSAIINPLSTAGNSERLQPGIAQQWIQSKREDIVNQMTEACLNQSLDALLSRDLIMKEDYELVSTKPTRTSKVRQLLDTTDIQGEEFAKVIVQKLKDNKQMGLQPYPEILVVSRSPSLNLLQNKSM
# TWEAK-Fn14 inh: TWEAK-Fn14 signaling inhibition. TWEAK-stimulated Fn14 reporter cells, luciferase luminescence, 8 h. inhibition, % at 10 µM. hit rate 2% among 360,000; in the data active = inhibition above about 50%
# NCOA2 inhibitor: human SRC2 (NCOA2) inhibition; hit rate 0.17% among 370,000; Q15596; HEK293 GAL4-SRC2 luciferase reporter, luminescence; inhibition, % at 9 µM; AID 651957;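 active = inhibition above the mean inhibition of all tested compounds plus 3 SD, set per campaign, cut at about 52% in these data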;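 also: 0% = DMSO treated cells and 100% = cells given Gossypol at 36 µM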
# LRH-1 inv ag: inverse agonists of human LRH-1 (NR5A2). HEK293T StAR-luciferase reporter, LRH-1 transfected, 24 h. inhibition, % at 3.6 µM. O00482. AID 602396. hit rate 0.13% among 360,000;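 active = inhibition above the mean inhibition of all tested compounds plus 3 SD, cut at about 73% in these data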;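 also: 0% = DMSO wells and 100% = reporter-only cells lacking LRH-1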
# TRAIL sens C8: caspase-8 TRAIL sensitization; hit rate 1% among 360,000; inhibition (viability loss, TRAIL sensitization), % at 10 µM; NB7+C8 cells + TRAIL, ATPlite viability luminescence;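 active = compounds causing at least 50% loss of cell viability in the single-dose screen, relative to plate controls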
# LMP1 NFkB inh: reduces LMP1-driven NF-kappaB luciferase signal; inhibition, % at 12.5 µM; LMP1-induced NF-kappaB luciferase reporter cells, luminescence; AID 504558; hit rate 0.69% among 350,000; in the data active = inhibition above about 41%;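 also: 0% = neutral control wells and 100% = reference inhibitor control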
# TROY NFkB inh: inhibitors of TROY-dependent NF-kB signaling; Q293 LMP1-TROYcd NF-kB luciferase reporter, 4 h; inhibition, % at 10 µM; hit rate 0.98% among 360,000; AID 1347056;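 active = compounds whose plate-normalised and pattern-corrected inhibition of the luciferase reporter signal at the single screening dose is 50% or more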
# NCOA1 inh: human NCOA1 inhibition; Q15788; HEK293 GAL4-SRC1 luciferase reporter, luminescence; inhibition, % at 3.6 µM; hit rate 0.12% among 360,000;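 active = inhibition above the campaign mean plus 3 SD, with each screening campaign given its own cutoff, cut at about 60% in these data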;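 also: 0% = DMSO treated cells and 100% = gossypol at 36 µM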
# NCOA3 inh: inhibits human SRC3 coactivator; HEK293 GAL4-SRC3 luciferase reporter, luminescence; inhibition, % at 3.6 µM; hit rate 0.17% among 360,000;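 active = inhibition above a per-campaign cutoff, the mean of all compounds plus 3 SD, cut at about 60% in these data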;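 also: 0% = DMSO-treated cells and 100% = gossypol-treated cells at 36 µM; higher means less SRC3-driven luciferase light from the GAL4 reporter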
# TLR9-MyD88 inh: blocks human TLR9 binding to MyD88. Q9NR96+Q99836. hit rate 0.21% among 340,000. CHO BLA complementation TLR9-MyD88, CCF4 FRET ratio. inhibition, % at 4.98 µM;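 active = inhibition above the mean over all tested compounds plus 3 SD, cut at about 21% in these data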;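 also: 0% = DMSO only wells and 100% = clavulanate BLA inhibitor control wells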
# The depositor's hits bear a star; nt = not tested or not shown.
SMILES,COUP-TFII inh,NOD2 RIPK2 PPI,TWEAK-Fn14 inh,NCOA2 inhibitor,LRH-1 inv ag,TRAIL sens C8,LMP1 NFkB inh,TROY NFkB inh,NCOA1 inh,NCOA3 inh,TLR9-MyD88 inh
COCCN1C(=O)CCC1(C)c1nnnn1-c1c(C)cccc1C (stereo unspecified),-6,2,19,4,14,1,nt,-10,nt,nt,nt
O=C(O)CNC(=O)C12CC3CC(CC(Cl)(C3)C1)C2,6,7,0,-4,1,-1,-3,7,-1,2,4
C[C@H](CO)N1C[C@H](C)[C@@H](CN(C)S(=O)(=O)c2ccccc2)Oc2ccc(NS(=O)(=O)c3ccccc3)cc2C1=O,13,1,-15,-1,-12,-4,1,-9,6,7,1
CCOC(=O)C1CCN(C(=O)CN2C(=O)COc3ccc(C(C)(C)C)cc32)CC1,11,1,9,2,-1,-41,0,7,-10,-8,-3
CCN(CC)C1CC(=O)N(c2ccc(Br)cc2)C1=O (stereo unspecified),10,12,0,-5,3,-8,3,-8,-1,-14,-9
CCCN1CCN(CC(O)COC(c2ccc(OC)cc2)c2ccc(OC)cc2)CC1 (stereo unspecified),-8,-5,-2,-23,-17,-8,-5,-6,5,0,0
CCOc1ccc(NC(=O)C2C(c3ccccc3)C2(Cl)Cl)cc1 (stereo unspecified),-13,-3,-2,-4,9,27,-18,17,-18,-14,-8
CCn1c(O)c(/C=N/n2cnnc2)sc1=S,-3,-8,6,5,20,-16,-10,-16,9,11,0
COc1ccc(CNC(=O)C2CC(c3cccc(OC)c3)=NO2)cc1 (stereo unspecified),7,5,33,6,3,-6,-7,18,-1,2,-1
O=C(NCC1(c2ccccc2)CCCC1)c1ccccc1,17,-9,9,8,5,9,-5,-10,5,-13,-3
O=C(CCSCc1ccccc1F)N1CCN(c2ccccn2)CC1,-13,-2,-10,-19,-34,-2,-29,-45,-31,-47,-6
Cc1noc(C)c1NC(=O)N(C)C[C@H]1OCc2cnnn2CCCC(=O)N([C@@H](C)CO)C[C@H]1C,1,-10,-3,-8,-23,-4,-4,-9,-1,10,-3
O=C(Cc1cccs1)NCCCc1ccccc1,-23,2,-8,-20,-7,-2,-9,-23,-2,4,-1
CCOc1ccccc1N(CC(=O)NCC1CCCO1)C(=O)CCC(=O)Nc1nccs1 (stereo unspecified),9,-2,-3,-11,4,-6,-4,-17,8,-2,-7
CCOC(=O)/C(=N\Nc1ccc(Br)cc1)N1CCN(c2ccccc2OC)CC1,6,-5,-28,11,-6,6,-10,1,23,21,0
COc1ccc(C2=NOC(C(=O)Nc3ccc(C)cc3)C2)cc1OC (stereo unspecified),11,-1,-5,-17,-14,-3,11,6,0,14,5
CCCC1(CC)C(=O)NC(=O)N=C1N (stereo unspecified),-4,-6,5,13,3,-11,-2,-11,11,-3,-1
O=C(NCc1cccc(Cl)c1)C1CCC(=O)N(CCCN2CCOCC2)C1 (stereo unspecified),-13,-7,11,-5,12,2,-6,-41,6,6,-10
O=C(Nc1cccc(O)c1)c1cc(-c2ccco2)on1,-24,-6,16,-33,-59,1,-29,-37,-1,-11,6
COc1ccc(F)cc1S(=O)(=O)NCc1cc(=O)n(C)c(=O)n1C,-9,-9,2,-8,1,1,4,-12,-10,-1,-10

# Ordered by number of heavy atoms (lowest first): part of the list above.
SMILES,COUP-TFII inh,NOD2 RIPK2 PPI,TWEAK-Fn14 inh,NCOA2 inhibitor,LRH-1 inv ag,TRAIL sens C8,LMP1 NFkB inh,TROY NFkB inh,NCOA1 inh,NCOA3 inh,TLR9-MyD88 inh
CCn1c(O)c(/C=N/n2cnnc2)sc1=S,-3,-8,6,5,20,-16,-10,-16,9,11,0
O=C(Cc1cccs1)NCCCc1ccccc1,-23,2,-8,-20,-7,-2,-9,-23,-2,4,-1
CCN(CC)C1CC(=O)N(c2ccc(Br)cc2)C1=O (stereo unspecified),10,12,0,-5,3,-8,3,-8,-1,-14,-9
O=C(Nc1cccc(O)c1)c1cc(-c2ccco2)on1,-24,-6,16,-33,-59,1,-29,-37,-1,-11,6
O=C(NCC1(c2ccccc2)CCCC1)c1ccccc1,17,-9,9,8,5,9,-5,-10,5,-13,-3
COc1ccc(F)cc1S(=O)(=O)NCc1cc(=O)n(C)c(=O)n1C,-9,-9,2,-8,1,1,4,-12,-10,-1,-10
O=C(CCSCc1ccccc1F)N1CCN(c2ccccn2)CC1,-13,-2,-10,-19,-34,-2,-29,-45,-31,-47,-6
O=C(NCc1cccc(Cl)c1)C1CCC(=O)N(CCCN2CCOCC2)C1 (stereo unspecified),-13,-7,11,-5,12,2,-6,-41,6,6,-10
CCOC(=O)/C(=N\Nc1ccc(Br)cc1)N1CCN(c2ccccc2OC)CC1,6,-5,-28,11,-6,6,-10,1,23,21,0
Cc1noc(C)c1NC(=O)N(C)C[C@H]1OCc2cnnn2CCCC(=O)N([C@@H](C)CO)C[C@H]1C,1,-10,-3,-8,-23,-4,-4,-9,-1,10,-3

# (listing goes on)
SMILES,COUP-TFII inh,NOD2 RIPK2 PPI,TWEAK-Fn14 inh,NCOA2 inhibitor,LRH-1 inv ag,TRAIL sens C8,LMP1 NFkB inh,TROY NFkB inh,NCOA1 inh,NCOA3 inh,TLR9-MyD88 inh
CC1(C(=O)NCC(F)(F)F)CCN1C(=O)Cc1ccc(-c2ccccc2)cc1 (stereo unspecified),6,-16,2,-14,-6,-2,nt,-1,13,8,nt
N#Cc1c(-c2ccco2)cc(-c2ccccn2)nc1N,-1,-6,-12,10,15,-6,-7,-11,-2,-3,5
Cc1cc(C)n(C(=O)c2cc3c(s2)CCCC3)n1,-4,8,-3,8,11,-4,-24,-38,-12,11,9
CC1=NN(c2nc(-c3ccc(C)cc3)cs2)C(=O)C1N=Nc1ccc2ccccc2c1 (stereo unspecified),6,1,25,3,-2,34,-12,-10,-17,-15,12
CCc1cc(/C(Cc2csc(C)n2)=N/O)c(O)cc1O,35,2,38,8,33,9,16,30,10,15,-11
CCOC(=O)c1sc(N2C(=O)C(O)=C(C(=O)c3ccco3)C2c2ccc(C)o2)nc1C (stereo unspecified),9,-10,10,6,0,5,13,-8,-4,3,1
O=C(OCC#CCSc1nnc(-c2ccncc2)o1)c1sc2ccccc2c1Cl,0,-1,17,8,-1,14,-46,5,-5,-1,12
O=C(NCCOC(=O)c1ccccc1)c1ccc([N+](=O)[O-])cc1,-7,-5,-6,-1,5,5,3,14,10,1,-7
COc1ccc(CCNC(=O)CC2SC(=NCCc3ccccc3)NC2=O)cc1 (stereo unspecified),10,-9,15,-19,-7,-7,-5,2,4,0,2
Cc1cccc(/C=N/NC(=O)C(C)Nc2cccc3ccccc23)n1 (stereo unspecified),19,11,13,-6,20,-13,-29,-3,-23,-8,-1
CC(C)OCC1Cn2c(nc3c2c(=O)n(C)c(=O)n3C)O1 (stereo unspecified),3,-4,3,5,-18,-6,-3,8,6,3,0
CCCc1ccc(Oc2cn[nH]c2-c2ccc(O)c(C)c2O)cc1,8,-1,46,28,-3,3,4,44,-9,4,0
O=C(COc1ccccc1)Nc1nnc(-c2ccc(Cl)s2)o1,17,1,-30,-11,8,-8,-1,-3,-1,-3,1
Cc1c(C(=O)O)oc2c1C(O)CCC2 (stereo unspecified),3,-13,-9,0,-9,-18,-3,-6,-12,-1,-35
O=C(c1nc2ccccn2c1CN1CCN(c2ccccc2O)CC1)N1CCCC1,-10,-3,-2,16,-15,-4,-9,13,10,11,1
Cc1ccc(C(C)C)c(OCC(=O)Nc2ccc(N3CCOCC3)cc2N2CCOCC2)c1,13,6,16,18,-6,3,5,-1,-12,12,-15
S=C(S)OC1CC2CC1C1CCCC21 (stereo unspecified),14,2,5,-10,7,-1,5,-3,-7,-11,3
COc1ccc(-c2nnc(C)c3nocc23)cc1,-1,2,2,3,-6,-6,-3,-65,-24,5,0
Cc1ccc(C2c3[nH]c4ccccc4c3C[C@H]3C(=O)N(c4ccccc4C(=O)N4CCC(C(=O)O)CC4)C(=O)N23)cc1 (stereo partly specified),-14,4,-1,-3,22,-22,-4,7,9,13,-13
O=S(=O)(c1ccccc1)N1C2CCC1CC(O)(c1cccnc1)C2 (stereo unspecified),-23,-3,4,-5,3,1,-10,7,3,17,-8
CCCCNC(=O)C1CCC(=O)N1CCc1ccccc1 (stereo unspecified),-2,-8,5,16,-7,2,4,-5,-2,0,4
Cc1ccc2c(c1)NC(=O)C(CC(=O)NCCCN1CCc3ccccc3C1)O2 (stereo unspecified),-4,7,8,0,-17,3,-9,0,-4,-20,1
COc1ccc(CCn2c(-c3ccncc3)n[nH]c2=S)cc1OC,16,-2,-9,-8,7,-9,-5,6,-9,21,-17
Cc1cnc(C(=O)OCC(=O)Nc2cccc(C)c2C)cn1,-3,-3,7,-11,17,15,-2,2,4,25,7
O=C(CCCCCN1C(=O)c2ccccc2C1=O)Nc1cccc(O)c1,7,4,-8,9,4,13,-2,7,3,-23,5
O=C(COc1ccc(F)cc1)NN1C(=O)CSC1=S,-11,-9,18,2,-14,-7,3,-4,-9,10,-1
O=C(Nc1ccccc1)C1CCCCC1,-10,-2,5,19,4,6,-1,9,-20,19,-2
Cc1ccc(NC(=O)c2cc(NC(=O)C3CC=CCC3C(=O)O)ccc2N2CCOCC2)cc1 (stereo unspecified),3,0,12,-40,5,4,1,10,2,19,-10
Cc1cc(N)c2ccccc2n1,-5,0,8,23,1,-1,7,1,0,13,2
CCC(C(=O)OCC(=O)Nc1ccc(Cl)c(S(=O)(=O)N(C)C)c1)c1ccccc1 (stereo unspecified),19,-13,30,-3,13,1,11,39,-10,15,8
c1ccc(-c2noc(-c3ccc4c(c3)OCO4)n2)nc1,6,-2,101*,28,-54,85*,78*,85*,28,60,-7
Cc1cc(N)n(-c2ccc([N+](=O)[O-])cc2)n1,6,-6,-12,-2,19,-3,-17,-13,-15,4,7
Oc1ccccc1C1=Nc2ccccc2N=C(c2ccco2)C1,-5,7,39,-4,-21,12,4,23,-10,-6,5
COC(=O)c1sc(-c2ccc(Cl)cc2)cc1N,-48,-5,-16,-28,-83,11,-10,-59,-76,-75,nt
CC1CC(C)CN(C(=O)c2cc(-c3ccccn3)nc3ccccc23)C1 (stereo unspecified),9,3,7,9,8,2,-6,-5,10,-12,-3
Cc1ccc(OCC(=O)N2CCN(S(=O)(=O)c3ccc(Cl)cc3)CC2)c([N+](=O)[O-])n1,-1,-1,0,3,19,-3,0,-10,11,21,-3
CC(C)(C)c1ccc(OCCNC(=S)Nc2ccccc2)cc1,6,3,-6,-2,12,14,-7,20,-1,17,2
O=C(NC(=S)Nc1cccc([N+](=O)[O-])c1)C1CCCCC1,3,3,-25,-13,-9,13,-4,-30,-28,-34,13
CCOc1ccc(NC(=O)CN2C(=O)CSc3ccc(S(=O)(=O)N4CCCC4)cc32)cc1,-1,-12,11,-8,-10,-25,-4,4,-4,3,4
COC(=O)c1ccc(SCC(=O)NCc2ccccc2)c([N+](=O)[O-])c1,7,-3,-4,18,13,-1,-6,-8,6,-2,-1

# Some of the compounds tested; count on the stated rates, not on these rows.
